High-throughput results from PubChem.
Pf apPOL inh = Pf-apPOL inhibitors, biochemical, fluorescence; Plasmodium falciparum apicoplast DNA polymerase (apPOL); Recombinant Pf-apPOL, molecular beacon fluorescence, 1.5 h; inhibition, % at 10 µM; 210,000 compounds, 0.25% hits
mHTT CaM bind = mutant huntingtin-calmodulin interaction inhibitors – biochemical, AlphaScreen, primary screen; AlphaScreen His-mHTT/GST-CaM binding, luminescence; inhibition, % at 15 µM; 190,000 compounds, 3.6% hits; AID 1671202, 2021;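 also: 0% = both proteins with DMSO and 100% = one protein alone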
* hit, by the source's call; . = no result given; & = joins results of further samples. Rule as the data show it: active = inhibition above about 50%; inactive = the rest. This is a subset; count on the stated rates, not on these rows.

SMILES | Pf apPOL inh | mHTT CaM bind
Nc1ccc(Oc2ccc3c(c2)C(=O)N(Cc2ccco2)C3=O)cc1 | -5.7 | 17.0
Cc1cc(I)c(O)c(C=Nc2ccccc2O)c1 | -8.7 | 29.0
CCc1cc2c(=O)c(-c3nc(C)cs3)c(CCCC(=O)O)oc2cc1O | -4.4&-8.4 | 1.5&2.3
CNC(=O)NC1CCN(c2cc(C)cc(C)c2)C1=O (stereo not given) | -1.7 | -12.3
COc1ccc([N+](=O)[O-])cc1NC(=O)C12CC3CC(CC(C3)C1)C2 | -1.6 | -0.3
O=C(COc1ccc(Cl)cc1Cl)NCc1ccsc1 | -5.5 | -18.5
CCOc1ccc2c(=O)c(Oc3ccccc3)c(C)oc2c1C | -0.6 | -4.5
CC(C)(O)C#Cc1ccc(C(=O)NC(c2ccccc2)c2ccccc2)cc1 | -23.0 | 5.9
COCCN1C(=O)c2ccccc2C(C(=O)N2CCCCCC2)C1c1ccc(F)cc1 (stereo not given) | 1.1 | 2.0
NC(Cc1cc(I)c(Oc2ccc(O)cc2)c(I)c1)C(=O)O (stereo not given) | -6.1 | .
COc1ccc(C(=O)Nc2ccc(I)cc2C)cc1OC | -3.7 | 2.0
CCC(=O)Nc1ccc(NC(=O)c2ccc(OC)c(Br)c2)cc1 | 4.3 | -3.4
Cn1cnc([N+](=O)[O-])c1Sc1ncnc2nc[nH]c12 | 6.5 | .
O=C1NC(=S)SC1=Cc1cccs1 | -8.2 | .
Cc1ccc(C(=O)N2CCc3ccccc3C2C(=O)NCc2ccncc2)cc1 (stereo not given) | -1.1 | 1.6
CCn1c(NC(=O)c2ccccc2)nc2ccccc21 | 0.3 | 52.9*
CCc1nc(-c2ccc(-c3noc(C4CCC4)n3)cc2)cs1 | -2.5 | -94.6
NC(=O)c1cc2cc(Cl)ccc2oc1=Nc1ccc(F)cc1 | -1.1 | 3.0
COc1ccc(OC)c(CNC(=O)C2CCCN(c3nccc(C)n3)C2)c1 (stereo not given) | -0.1 | -2.8
COc1ccccc1C(=O)Nc1ccc(-c2nnc(SCC(=O)NC3CC3)n2C)cc1 | -0.9 | 6.5
Cc1ccccc1N1CCN(C(=O)c2cccc(Cl)c2)C(C)C1=O (stereo not given) | -0.4 | -11.0
CCC(=O)NCCc1csc(C2CCN(C(=O)Nc3ccc(C)c(F)c3)CC2)n1 | -4.5 | 1.0
Cc1cn(-c2ccc(CNC(=O)c3ccccc3)cc2)cn1 | -0.8 | 22.3
CC(C)(C)C(=O)Nc1ccc(C(=O)Nc2cccc(-c3nc4ccccc4[nH]3)c2)cc1 | 0.1 | 26.0
O=C(O)CC(SCc1ccc(C(=O)O)o1)C(=O)O (stereo not given) | -8.9 | -3.0
More results.
SMILES | Pf apPOL inh | mHTT CaM bind
Cc1ccnc(NS(=O)(=O)c2ccc(NC(=O)c3cc(-c4ccccc4)on3)cc2)n1 | -3.1 | -6.6
COc1ccccc1Oc1c(C)oc2cc(OC(=O)C(C)(C)C)ccc2c1=O | 2.4 | 0.3
Cc1ccc(NC(=O)CC(NCCC2=CCCCC2)C(=O)O)c(C)c1 (stereo not given) | -5.8 | 4.2
O=C(Nc1cnc(N2CCCCCC2)nc1)c1cc(F)ccc1F | 4.8 | 1.1
O=S(=O)(Nc1ccccc1)c1cccnc1Nc1ccc(F)cc1 | -20.2 | 49.1
CC1CCN(CC[C@H]2CCCN2S(=O)(=O)c2cccc(O)c2)CC1 | 7.1 | .
Cc1cccc(Cn2cc(C(=O)O)c3ccccc3c2=O)c1 | -4.0 | -9.7
COc1ccc(OC)c(S(=O)(=O)n2nc(C)cc2C)c1 | 3.7 | -1.6
Cc1ccc(NC(=O)Cn2cc3c(n2)CCCCC3)c(Cl)c1 | -1.2 | 2.8
CC(=O)Nc1c(Cl)cc(N2C(=O)c3ccc(C(=O)O)cc3C2=O)cc1Cl | -3.3 | -12.0
CC[C@H]1C(c2ccc(F)cc2)=NN(c2ccccc2)[C@@H]1CO | -5.7 | -58.5
Fc1cccc(Cl)c1C1C=C(c2cccc(Br)c2)Nc2ncnn21 (stereo not given) | -1.8 | 11.0
O=C1c2cccc3c(Sc4ccccc4)ccc(c23)C(=O)N1Cc1ccccc1 | 4.4&0.6 | .
O=C(c1cccnc1)N1N=C(c2cccc(Br)c2)CC1(O)C(F)(F)F (stereo not given) | -4.5 | 10.0
CCOCCCN1COc2ccc3c(c2C1)OC(=Cc1ccccc1)C3=O | -7.6 | 15.9
COc1ccccc1N1CCN(C(=O)CN(c2cccc(Cl)c2)S(C)(=O)=O)CC1 | -0.4 | 7.9
O=C(CCc1nc2ccccc2n(Cc2ccccc2F)c1=O)NC1CCCc2ccccc21 (stereo not given) | -5.1 | 1.0
Nc1nc(N)c(Cc2ccccc2)cc1Cc1ccccc1 | -10.2 | .
CCOC(=O)c1c(NC(=O)CSC2=NCCS2)sc2c1CCC2 | . | 6.0
O=C(c1ccc(-c2cccs2)[nH]1)C(F)(F)F | . | -4.4
O=C(NCC1(O)CCc2ccccc21)c1ccc2nsnc2c1 (stereo not given) | -13.1 | -7.1
Cc1ccccc1N1C(=O)C(O)C(O)C1=O (stereo not given) | -4.3 | -3.4
O=C(CC1CCN(C(=O)c2ccccc2)CC1)NCc1cccc(Cl)c1 | -0.5 | 2.0
CC(=O)Nc1ccc(C(C)(C)C)cc1[N+](=O)[O-] | 2.7 | -1.9
Cc1cc(OCC(=O)N2CCOCC2)cc(C)c1NC(=O)C12CC3CC(CC(C3)C1)C2 | -3.6 | 22.5

Fetched by compound from above:
SMILES | Pf apPOL inh | mHTT CaM bind
O=C(CC1CCN(C(=O)c2ccccc2)CC1)NCc1cccc(Cl)c1 | -0.5 | 2.0
O=C(NCC1(O)CCc2ccccc21)c1ccc2nsnc2c1 (stereo not given) | -13.1 | -7.1
COc1ccccc1Oc1c(C)oc2cc(OC(=O)C(C)(C)C)ccc2c1=O | 2.4 | 0.3

Additional entries.
SMILES | Pf apPOL inh | mHTT CaM bind
Cc1ccc2cc3cc(C(=O)NCCN(C)C)sc3nc2c1 | -6.5 | 6.0
COc1ccc(C(CC(=O)c2cccs2)Sc2ccccc2N)c(Cl)c1OC (stereo not given) | 5.8 | .
CC(C)(C)NCC(O)COc1nsnc1N1CCOCC1 (stereo not given) | 4.6 | .
CC(C)(C)c1cc(C(F)(F)F)c2c(=O)n(-c3ccccc3)[nH]c2n1 | -0.4 | 7.0
Ic1nc2ccccc2n1Cc1ccccc1 | 3.2 | -4.0
COc1ccc(/C=C2/C(=N)N3C(SC)=NSC3=NC2=O)cc1 | -5.4 | 7.0
O=C(NCCCN1CCCCC1)c1ccc2c(c1)NC(=O)C(N1CCCCC1)S2 (stereo not given) | -26.1 | -3.0
Cc1cc(C=O)c(C)n1-c1cc(C(=O)O)cc(C(=O)O)c1 | -8.6 | -2.4
NC(=O)c1cc2cc(Cl)cc(Cl)c2oc1=Nc1ccc(C(F)(F)F)cc1 | -5.6 | 4.0
CC1CCC2(CC1)N=C(c1ccccc1)C(=O)N2CC(=O)Nc1ccc(F)c(F)c1 (stereo not given) | -7.0 | 76.4*
COc1cccc(CNC(=O)C(=O)NCc2ccccn2)c1 | -3.7 | 0.0
NC(=O)c1cccc(NS(=O)(=O)c2ccccc2[N+](=O)[O-])c1 | -0.3 | 1.8
COc1ccc(-c2nc3s/c(=C\c4cccs4)c(=O)n3n2)cc1 | -1.4 | -5.0
CCc1cc(C2CCCN2C(=O)Nc2ccc3c(c2)OCCO3)on1 (stereo not given) | -4.3 | 11.0
Cc1ccc(N2C(=O)c3ccccc3NC2c2ccccc2O)cc1 (stereo not given) | 5.3 | 2.0
Cc1cc(C)cc(C(=O)N2CCN(c3nnc4cccc(C)n34)CC2)c1 | -2.1 | -0.3
COC(CNC(=O)C(=O)Nc1ccccc1Oc1ccc(Cl)cc1Cl)OC | -1.4 | .
COc1cc(C)c(S(=O)(=O)N(C)C2CCCCC2)cc1C | 0.4 | -49.8
Cn1ccc2ccn(CC(=O)NCc3ccc(Cl)cc3)c(=O)c21 | -3.7 | -3.1
COc1ccc(CC(=O)N2CCCCC2CCN2CCN(C)CC2)cc1 (stereo not given) | -5.0 | 9.2
CCCCOC(=O)CCCN1C(=O)C(=Cc2ccc(OC)cc2)SC1=S | 6.8 | 12.3
CCc1oc2cc(O)ccc2c(=O)c1-c1nc2ccccc2n1C | -2.4 | 0.0
C=CCN1C(=O)/C(=c2/sc3nc4ccccc4n3c2=O)c2ccccc21 | -6.6 | 5.0
O=C(NCC1CCN(C(=O)COc2ccccc2)CC1)C(=O)Nc1ccon1 | -4.5 | -8.0
Nc1ccccc1C(=O)NNC(=O)c1ccc(Cl)cc1 | 7.4 | .

Grouped by structure: the entries above with a thiophene ring, fused or not (seven)
SMILES | Pf apPOL inh | mHTT CaM bind
O=C(COc1ccc(Cl)cc1Cl)NCc1ccsc1 | -5.5 | -18.5
O=C1NC(=S)SC1=Cc1cccs1 | -8.2 | .
CCOC(=O)c1c(NC(=O)CSC2=NCCS2)sc2c1CCC2 | . | 6.0
O=C(c1ccc(-c2cccs2)[nH]1)C(F)(F)F | . | -4.4
Cc1ccc2cc3cc(C(=O)NCCN(C)C)sc3nc2c1 | -6.5 | 6.0
COc1ccc(C(CC(=O)c2cccs2)Sc2ccccc2N)c(Cl)c1OC (stereo not given) | 5.8 | .
COc1ccc(-c2nc3s/c(=C\c4cccs4)c(=O)n3n2)cc1 | -1.4 | -5.0

(listing goes on)
SMILES | Pf apPOL inh | mHTT CaM bind
Cc1cc(-c2ccccc2)cc(-c2ccccc2)[o+]1 | 2.0 | 22.1
COc1ccc2cc3cc(C(=O)NC4CCCCC4)sc3nc2c1 | 0.3 | -1.0
CCOc1ccc(NC(=O)c2ccc(N3CC4CC(C3)c3cccc(=O)n3C4)c(N)c2)cc1 (stereo not given) | 2.4 | 4.0
O=c1[nH]cnc2c1C1(CCCC1)Cc1ccccc1-2 | -8.9 | -8.5
COC(CN(C)C(=O)c1ccc2c(c1NCCO)C(=O)c1ccccc1C2=O)OC | -4.4 | 30.0
O=C(c1nn2c(c1Cl)NC(c1cccs1)CC2C(F)(F)F)N1CCCc2ccccc21 (stereo not given) | -6.1 | 50.0
CCS(=O)(=O)N1CCN(c2ccc([N+](=O)[O-])cc2Cl)CC1 | -6.0 | 3.3
COC(=O)Nc1nc(-c2ccccc2)c(C)s1 | -2.1 | 0.5
CC1(C(=O)Nc2ccc(S(N)(=O)=O)cc2)CCCC1 | -5.0 | -1.5
CCc1cccc2sc(N3CCN(C(=O)CS(=O)(=O)Cc4ccccc4)CC3)nc12 | -1.8 | -4.2
CCN1C(=O)c2cccnc2Sc2cc(CNC(=O)c3ccccc3F)ccc21 | -1.4 | -0.6
O=C(O)c1cccc(S(=O)(=O)Nc2ccc(NC(=O)c3ccccc3)cc2)c1 | -8.1 | 18.7
CC1(CO)CCCN1C(=O)c1ccsc1 (stereo not given) | -1.7 | -2.4
CCN(CC)CC#CC(C)(C)O | -8.5 | -7.6
CCc1ccc(NS(=O)(=O)Cc2ccccc2)cc1 | -1.8 | -9.1
FC(F)(F)c1nn2cc(-c3ccccc3)nc2s1 | -8.0 | 8.0
O=C1C(C2=NC(c3ccccn3)C3C(=O)N(c4ccc(OC(F)(F)F)cc4)C(=O)C23)=C(O)c2ccccc21 (stereo not given) | -5.5 | .
O=C(CNC(=O)c1ccc(=O)[nH]c1)NCCc1ccccc1 | -0.6 | -7.3
O=C(Cc1cccs1)NCc1ccccc1Cl | -2.1 | -5.9
CCOc1ccc(N(CC(=O)NCc2ccncc2)S(C)(=O)=O)cc1 | -6.1 | -0.6
O=C(c1ccc(F)c(F)c1)N1CCN(Cc2nc3ccccc3n2Cc2ccccc2)CC1 | -2.7 | 32.3
